# Tau FP inhib: blocks human tau fibril formation measured by polarization; P10636; K18 P301L tau heparin fibrillization, Alexa594 FP, 6 h; Potency, µM (highest dose often 57.7 µM), for inactives: at the highest dose activity, negative = inhibition, most hits filed as inhibitors; hit rate 0.39% among 280,000; further: potency means the concentration at half of the fitted maximal effect; on the % scale 0 is the no-effect control and ±100 the full control effect; nearly all actives have a fitted effect of over 55% in size
# Target sequence (P10636 561-689 P618L limits assumed): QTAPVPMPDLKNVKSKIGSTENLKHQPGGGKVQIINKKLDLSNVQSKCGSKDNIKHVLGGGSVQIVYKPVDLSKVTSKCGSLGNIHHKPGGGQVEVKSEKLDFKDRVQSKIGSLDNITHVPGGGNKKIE
#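 K18 P301L tau (15 uM unlabeled/0.24 uM Alexa 594-labeled, final) + compound + heparin 20 uM final; 100 mM NaOAc pH 7; 6 hr 37 C; ThT 30 uM final added, 1 hr RT; FP ex 555/em 632 nm.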
# CBFb-RUNX1 inh: CBF-beta/RUNX1 interaction disruption; Q01196+Q13951; AlphaScreen CBFb-His/RUNX1-biotin binding, biochemical; Potency, µM (highest dose often 59.8 µM), for inactives: top-dose activity, negative = inhibition, usual class: inhibitors; 230,000 tested, under 10 active; AID 1477; further: % of control where 0% means no effect
#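 Room-temperature protein-protein interaction test with 30 nM each of His-tagged CBF-beta and biotinylated RUNX1, 15 min with compound, then 90 min with nickel plus streptavidin beads. Signal read in AlphaScreen mode.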
# TRb-SRC2 inh: inhibitors of human thyroid hormone receptor beta-SRC2 interaction; P10828; TRbeta-SRC2 peptide binding, fluorescence polarization; receptor liganded with 1 µM T3; Potency, µM (top dose mostly 106 µM), without a hit: at the highest dose activity change, negative = inhibition, usual class: inhibitors; hit rate 0.065% among 280,000;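 further: potency means the concentration at half of the fitted maximal effect; plate controls were bound peptide for no effect and peptide without receptor for full effect; nearly all actives have a fitted effect of over 50% in size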
# Target sequence (P10828 whole entry, looked up): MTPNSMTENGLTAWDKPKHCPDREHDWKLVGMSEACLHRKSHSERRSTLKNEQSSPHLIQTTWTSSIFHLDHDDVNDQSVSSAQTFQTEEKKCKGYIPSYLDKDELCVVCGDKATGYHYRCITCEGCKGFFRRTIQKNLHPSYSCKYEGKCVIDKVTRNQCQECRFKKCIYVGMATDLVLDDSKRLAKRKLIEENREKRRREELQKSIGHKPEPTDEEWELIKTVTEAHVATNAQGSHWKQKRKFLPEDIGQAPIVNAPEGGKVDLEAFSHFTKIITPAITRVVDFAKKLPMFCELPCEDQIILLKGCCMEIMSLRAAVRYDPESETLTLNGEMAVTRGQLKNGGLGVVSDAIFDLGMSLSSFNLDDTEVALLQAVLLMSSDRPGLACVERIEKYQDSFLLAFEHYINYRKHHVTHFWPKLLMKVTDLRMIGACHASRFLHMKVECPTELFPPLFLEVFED
#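 Human TRb ligand-binding domain (0.6 uM) is mixed with 20 nM Texas Red SRC2 peptide and 1 uM T3; after compound addition and 5 hr at ambient temperature, polarization is measured and normalized to unbound and bound controls.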
# Tau fluor counter: counter-screen for tau fibril formation inhibitors; hit rate 0.93% among 280,000; tau K18 P301L Alexa594 fluorescence, heparin fibrillization; Potency, µM (top dose mostly 57.7 µM), for the others: at the highest dose activity change, negative = decrease; further: potency means the concentration at half of the fitted maximal effect; on the % scale 0 is the no-effect control and ±100 the full control effect; nearly all actives have a fitted effect of over 55% in size
#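 Human tau K18 P301L (15 uM unlabeled, 0.24 uM Alexa 594-labeled) in 100 mM sodium acetate pH 7 with 20 uM heparin, 6 hr at 37 C. ThT 30 uM added, 1 hr ambient; Alexa 594 FP and total fluorescence read at 555/632 nm.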
# Epigenetic derep: regulators of epigenetic silencing causing reporter derepression in mouse cells; murine LDR cells, GFP reporter derepression, 30 h; Potency, µM (series often up to 53.9 µM), for inactives: at the highest dose GFP activation, usual class: activators; hit rate 0.2% among 280,000; further: potency means the concentration at half of the fitted maximal effect; % of control where 0% means no effect; nearly all actives have a fitted effect of over 60% in size
#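 Murine LDR cells bearing a silenced CMV-driven GFP reporter were exposed to compound for 30 h at 37 C. After PBS washes, GFP-positive cells (20-120 um objects) counted by laser-scanning microplate cytometry.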
# TR SRC2 fluor cs: Texas Red fluorescence interference in TRb-SRC2 counter-screen | TRb/SRC2 Texas Red total fluorescence interference | Potency, µM (highest dose often 106 µM), for inactives: at the highest dose fluorescence change, negative = quenching | hit rate 0.29% among 280,000; active means well fitted curve in either direction with a large enough effect; inconclusive means small, poorly fitted or top-dose-only effect; further: potency means the concentration at half of the fitted maximal effect; on the % scale 0 is the no-effect control and ±100 the full control effect
#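 Human TRβ ligand-binding domain (0.6 uM) and Texas Red SRC2 peptide (20 nM) in Tris buffer with 1 uM T3 and 5% DMSO were incubated with pinned compound for 5 hr at ambient temperature. Total fluorescence was computed as S + 2P (555/632 nm).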
# GLA spleen mod: inhibitors or activators of human alpha-galactosidase in spleen homogenate. AID 2107. hit rate 0.008% among 240,000. human spleen homogenate, 4MU-alpha-Gal fluorescence, 40 min. Potency, µM (series often up to 80 µM), inactives show at the highest dose activity change, negative = inhibition, most hits filed as inhibitors. P06280;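 further: potency means the concentration at half of the fitted maximal effect; 0% = enzyme with vehicle and -100% = no enzyme basal signal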
#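 Inhibition or activation of alpha-galactosidase in human spleen homogenate is scored by 4-MU fluorescence after 40 min at 37C, pH 5.0, with 1 mM substrate. AC50s come from concentration-response fitted to the Hill equation.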
# NPSR antag: antagonists of human neuropeptide S receptor cAMP signaling | Potency, µM (doses to about 38.3 µM), for the others: at the top dose activity change, negative = inhibition, most hits filed as inhibitors | Q6W5P4 | AID 1461 | hit rate 1% among 220,000 | CHO-NPSR cells, cAMP TR-FRET, antagonist mode; further: potency means the concentration at half of the fitted maximal effect; on the % scale 0 is the no-effect control and ±100 the full control effect; nearly all actives have a fitted effect of over 50% in size; many of its hits are not listed in these tables
# Target sequence (Q6W5P4 whole entry, looked up): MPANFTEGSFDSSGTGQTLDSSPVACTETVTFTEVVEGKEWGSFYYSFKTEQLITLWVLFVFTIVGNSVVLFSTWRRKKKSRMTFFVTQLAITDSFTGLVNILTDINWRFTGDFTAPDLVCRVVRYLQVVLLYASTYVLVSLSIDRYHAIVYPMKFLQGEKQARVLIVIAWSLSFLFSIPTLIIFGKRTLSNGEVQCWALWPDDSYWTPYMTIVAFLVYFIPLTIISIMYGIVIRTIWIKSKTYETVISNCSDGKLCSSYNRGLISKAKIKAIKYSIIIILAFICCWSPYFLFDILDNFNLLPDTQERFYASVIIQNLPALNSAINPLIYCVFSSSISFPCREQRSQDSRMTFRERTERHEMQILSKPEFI
# The depositor's hits bear a star; ? = inconclusive; nt = no result given; & = joins results of further samples; [ ] = dose if it differs, or a comment. Unless noted, the call rests on the fitted dose curve; in most records, active means well fitted curve in the direction sought with a large enough effect; inconclusive means small, poorly fitted or top-dose-only effect, or another doubt; inactive means no such curve, though single readings can be large; an effect the other way counts as inactive or inconclusive. A portion of the library. The share of hits here may be higher or lower than overall.
# Results follow in this order: Tau FP inhib	CBFb-RUNX1 inh	TRb-SRC2 inh	Tau fluor counter	Epigenetic derep	TR SRC2 fluor cs	GLA spleen mod	NPSR antag
Cc1ccc(N2N=C(c3ccc(F)cc3)CC2c2ccco2)cc1 (stereo not given)
→ -7%	?	-3%	?	0.0%	-1%	6%	?
CCOC(=O)c1ccc(-c2c(C)cc3oc(=O)cc(-c4ccccc4)c3c2C)cc1
→ -8%[81.3 µM]	15%	3%	-19%[81.3 µM]	1.4%	3%	7%	nt
CCCCn1nc2cc(C(=O)NCC3CC3)ccc2c1OCC
→ 1%	0%	0%	0%	5.6%	0%	-7%	-13%[46.1 µM]
O=C(Nc1ccc(F)cc1F)c1cc2nc3c(c(C(F)(F)F)n2n1)CCCC3
→ 1%	0%	3%	-6%	0.0%	-9%	2%	11%
CCn1c(N)[n+](CC(=O)Nc2ccc(SC(F)F)cc2)c2ccccc21
→ 10%	5%	7%	0%	-0.9%	-1%	1%	-7%
COc1ccc(NC(=O)CSc2ccc3c(c2)OCCO3)cc1OC
→ -6%	3%	-8%	-12%	-2.0%	1%	-1%	-5%[46.1 µM]
COc1cccc(NC(=O)CN2C(=O)COc3ccc(S(=O)(=O)N4CCCCCC4)cc32)c1
→ 0%	nt	2%	?	-1.6%	-1%	nt	nt
Cc1c(C(C)C)c(=O)n(-c2ccc(S(=O)(=O)NCc3ccccc3)cc2)n1C
→ 4%	2%	-1%	-5%	-0.3%	-1%	-11%	5%
CS[C@@H]1SC[C@H]2C(=O)N(C)C(C(C)C)C(=O)OC[C@@H](NC(=O)c3cnc4ccccc4n3)C(=O)N[C@@H](C)C(=O)N(C)[C@H]1C(=O)N(C)C(C(C)C)C(=O)OC[C@@H](NC(=O)c1cnc3ccccc3n1)C(=O)N[C@@H](C)C(=O)N2C (stereo not given in full)
→ nt	9%	5%	nt	nt	1%	1%	nt
COc1cccc(OCCN2CCN(c3ncnc4c3cnn4-c3ccccc3)CC2)c1
→ -4%	3%	8%	-24%	5.6%	1%	5%	-25%[46.1 µM]
CCN1CCCC1CN(Cc1cc2ccc(C)cc2[nH]c1=O)C(=S)Nc1ccc(OC)cc1 (stereo not given)
→ -2%	-2%	11%	1%	1.5%	-1%	-9%	23%
Cc1ccc(C)c(OCCOCCN2CCOCC2)c1
→ 6%	6%	3%	0%	-1.0%	0%	-4%	2%[46.1 µM]
CC1CC(C)(C)NC(=O)O1 (stereo not given)
→ -4%	9%	-5%	3%	0.7%	-1%	8%	8%[46.1 µM]
OC(c1ccccc1)c1cccnc1 (stereo not given)
→ 0%	2%	-6%	1%	2.1%	0%	11%	15%
C=CCN(C)NC(=S)Nc1ccccc1
→ 7%	7%	-8%	8%	0.0%	-8%	-2%	12%
NC1=NN(c2cccc(C(=O)O)c2)C(=O)C1
→ ?	4%	0%	-15%	-1.1%	1%	5%	13%
CCCOc1ccc(N2C(=O)CC(NCCNc3ccc(S(=O)(=O)CC)cc3)C2=O)cc1 (stereo not given)
→ 7%	10%	-7%	-5%	-1.0%	-4%	4%	-16%[46.1 µM]
CC(=O)OCC(CCn1cnc2cnc(N)nc21)COC(C)=O
→ -5%&0%	-3%&2%	1%&-2%	-11%&-3%	0.0%&0.0%	-1%&1%	3%&0%	6%
Cc1c(C(=O)OCC2CCCCC2)[nH]c2c1C(=O)CC(c1ccc(Cl)cc1)C2 (stereo not given)
→ -3%	nt	0%	3%	0.9%	-3%	nt	nt
Cc1ccc(Cl)cc1Nc1nn2c(=O)c3ccc(C(=O)NC(C)c4ccccc4)cc3nc2s1 (stereo not given)
→ ?	nt	-5%	-21%	2.4%	0%	nt	nt

# Complete entries, looked up by structure. Values in the order: Tau FP inhib | CBFb-RUNX1 inh | TRb-SRC2 inh | Tau fluor counter | Epigenetic derep | TR SRC2 fluor cs | GLA spleen mod | NPSR antag
# COc1cccc(OCCN2CCN(c3ncnc4c3cnn4-c3ccccc3)CC2)c1 across the screens: -4% | 3% | 8% | -24% | 5.6% | 1% | 5% | -25%[46.1 µM]
# CC(=O)OCC(CCn1cnc2cnc(N)nc21)COC(C)=O across the screens: -5%&0% | -3%&2% | 1%&-2% | -11%&-3% | 0.0%&0.0% | -1%&1% | 3%&0% | 6%
# Cc1c(C(=O)OCC2CCCCC2)[nH]c2c1C(=O)CC(c1ccc(Cl)cc1)C2 (stereo not given) across the screens: -3% | nt | 0% | 3% | 0.9% | -3% | nt | nt
# Cc1c(C(C)C)c(=O)n(-c2ccc(S(=O)(=O)NCc3ccccc3)cc2)n1C across the screens: 4% | 2% | -1% | -5% | -0.3% | -1% | -11% | 5%
# OC(c1ccccc1)c1cccnc1 (stereo not given) across the screens: 0% | 2% | -6% | 1% | 2.1% | 0% | 11% | 15%

# Additional records.
# Results follow in this order: Tau FP inhib	CBFb-RUNX1 inh	TRb-SRC2 inh	Tau fluor counter	Epigenetic derep	TR SRC2 fluor cs	GLA spleen mod	NPSR antag
CCOC(=O)c1sc(SC)c2c1CCCC2=O
→ -3%	7%	-8%	-11%	2.1%	1%	-4%	?
O=C1CC(/C=C/c2ccc([N+](=O)[O-])cc2)=Nc2ccccc2N1
→ 6%	-14%	-7%	?	-1.7%	0%	11%	16%
COc1ccc(C(=O)CCC(C)(C)[N+](=O)[O-])cc1OC
→ -9%	2%	1%	-5%	-1.4%	-5%	12%	26%
O=C(CO/N=C/c1ccccc1OC(F)F)NCc1ccco1
→ 7%	4%	5%	3%	1.4%	1%	2%	22%
CCOc1cc(C2NC(=O)c3c(sc4c3CCN(C)C4)N2)ccc1OC(=O)c1ccc(Br)cc1 (stereo not given)
→ -9%	nt	-4%	-9%	-1.6%	?	nt	nt
NC(=S)N/N=C/c1cc([N+](=O)[O-])ccc1Cl
→ 0%	2%	1%	-1%	-0.1%	-2%	1%	-3%
CC(=O)c1ccc(NC(=O)N2C3CCC2CC(O)(c2cccnc2)C3)cc1 (stereo not given)
→ 4%	-1%	1%	-16%	0.1%	-1%	2%	12%
Cc1cccc(C(C)C)c1NC(=O)CSc1nncn1C
→ 2%	8%	-3%	-2%	0.0%	-5%	4%	-2%[46.1 µM]
CC(C)CSc1nnc2[nH]c(=O)cc(N)n12
→ -3%	-7%	-2%	-3%	-1.0%	1%	-1%	4%[46.1 µM]
O=c1oc2c(CN3CCOCC3)c(O)c(Cl)cc2c2c1CCCC2
→ -13%	-24%	-6%	-2%	0.0%	-12%	?	-6%[46.1 µM]
O=C(N/N=C/c1cn(-c2ccccc2)nc1-c1cccs1)c1ccccc1F
→ ?	-15%	-7%	?	1.3%	-1%	-2%	-23%
Cc1nc2c(C)cccc2cc1C(=O)N/N=C/c1ccc(O)cc1
→ 3%	-13%	2%	-19%	3.2%	-2%	0%	-5%
O=c1sc2ccccc2n1CCOc1ccccc1
→ 5%	6%	5%	-8%	-1.0%	-1%	8%	-4%[46.1 µM]
Cc1ccc(-c2csc3nc4cc(C(N)=O)ccc4c(=O)n23)cc1
→ -11%	10%	3%	10%	-0.9%	-1%	10%	-34%
Cc1cc(C(=O)NNc2ccc(F)cc2F)no1
→ 4%	0%	3%	6%	4.3%	-4%	3%	7%
C=CCn1c(SCc2csc(-c3ccc(Cl)cc3)n2)nnc1-c1ccccc1OC
→ 3%	-5%	3%	-12%	-0.9%	0%	-12%	?
O=[N+]([O-])c1ccc2nccn2c1
→ 4%	-2%	2%	5%	0.6%	-7%	-7%	-3%[46.1 µM]
Cc1cccc(C2c3[nH]c4ccccc4c3CCN2C(=O)c2ocnc2C)n1 (stereo not given)
→ -6%[2.34 µM]	3%	6%	9%[2.34 µM]	1.1%	3%	2%	7%
O=C1CC(NC(=O)C(F)(F)F)c2cc3c(cc21)OCO3 (stereo not given)
→ 1%	-6%	-2%	8%	0.9%	-5%	-10%	13%
Cc1cc(C(=O)NCc2cccs2)no1
→ 3%	2%	-2%	-8%	-1.4%	0%	-4%	1%[46.1 µM]

# Reprinted from the part before: 2 compounds; new compounds follow.
# Results follow in this order: Tau FP inhib	CBFb-RUNX1 inh	TRb-SRC2 inh	Tau fluor counter	Epigenetic derep	TR SRC2 fluor cs	GLA spleen mod	NPSR antag
O=C1CC(NC(=O)C(F)(F)F)c2cc3c(cc21)OCO3 (stereo not given)
→ 1%	-6%	-2%	8%	0.9%	-5%	-10%	13%
Cc1cc(C(=O)NCc2cccs2)no1
→ 3%	2%	-2%	-8%	-1.4%	0%	-4%	1%[46.1 µM]
CCC(CC)C(=O)c1c[nH]c(C(=O)NCc2cccs2)c1
→ 0%	4%	-2%	-4%	-1.9%[10.1 µM]	0%	1%	-8%
Cc1cc(C(=O)Nc2ccccc2)oc(=O)c1
→ -1%	7%	9%	-3%	-0.2%	-3%	-5%	-8%
Cc1c(Cl)cccc1NC(=S)NCCC(c1ccccc1)c1ccccc1
→ 1%	-3%	-5%	-12%	0.1%	-3%	-16%	-57%
COC(=O)c1sc(NC(=S)NC(=O)c2ccccc2Cl)nc1C
→ 5%	-5%	-6%	6%	0.0%	-6%	3%	-46%
Cc1ccc2c(c1)C(c1ccc(O)cc1)(c1ccc(O)cc1)C(=O)N2C
→ -5%	-13%	-4%	-13%	-0.1%	1%	8%	-10%
CCCCC(c1nnnn1C1CCCC1)N1CCN(C(=O)c2ccco2)CC1 (stereo not given)
→ -3%	3%	-2%	-2%	1.0%	-2%	8%	-18%[46.1 µM]
Oc1c(CN2CCOCC2)ccc2ccccc12
→ 9%	-9%	3%	?	1.1%	-7%	-2%	-1%
Cc1cc(C(F)(F)F)c2c(C)nn(CCc3nn[nH]n3)c2n1
→ 6%	3%	-2%	8%	0.0%	-6%	7%	-9%[46.1 µM]
CN(Cc1ccccc1)S(=O)(=O)c1ccc(Cl)c(C(=O)OCC(N)=O)c1
→ -1%	12%	0%	-9%	0.1%	-1%	1%	-6%
O=C(CSc1nnc(CNC(=O)c2ccccc2F)o1)NCCc1ccccc1
→ 1%	5%	-11%	-5%	-2.0%	1%	4%	-1%[46.1 µM]
